# HDAC3 inh = HDAC3 deacetylase inhibitors, primary screen, biochemical, fluorescence, cell-free homogeneous. inhibition, % at 8.3 µM. recombinant HDAC3, fluorogenic peptide/trypsin coupled. Histone deacetylase 3 (Homo sapiens), O15379. actives 0.15% (n = 320,000); in the data active means inhibition above about 26%, passing the limit was not always enough; inconclusive means no clear call, values can overlap the other calls
# TRPC4 PAM = positive allosteric modulators of TRPC4, primary screen, cell-based, mouse TRPC4beta, HEK293 mu-opioid, Fluo-4 calcium; actives 0.42% (n = 310,000); AID 2227, 2009; DAMGO EC20, Fluo-4 Ca2+ flux; active compounds read high; B-score at 10 µM; Short transient receptor potential channel 4 (Mus musculus), Q9QUQ5;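 active means B-score of calcium response area above 5 SD of library B-scores, with initial fluorescence ratio within 5 SD of library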;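 further: B-score of integrated fluorescence ratio over time as area under calcium response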
# ANO1 block = TMEM16A chloride channel inhibitors, primary screen, cell-based, HTS. normalized B-score (activity score, 25-100; higher = stronger inhibition) at 10 µM. Anoctamin-1 (Mus musculus), Q8BHY3. actives 1.2% (n = 310,000). AID 588511, 2011. HEK293 TMEM16A/YFP iodide influx fluorescence, ionomycin;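 active means ratio plate-corrected score three or more library SD toward inhibition, starting fluorescence score within five deviations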;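 further: score derived from kinetic fluorescence span divided by baseline fluorescence per well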
# Dyrk1A ADPGlo = rat Dyrk1A kinase inhibitors, primary screen, biochemical, single point, plate reader | ADP-Glo luminescence, NFATc1 peptide | inhibition, % at 12.5 µM | actives 0.43% (n = 310,000) | Dual specificity tyrosine-phosphorylation-regulated kinase 1A (Rattus norvegicus), Q63470 | AID 504441, 2011; in the data active means inhibition above about 50%;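 further: plate controls were vehicle with enzyme for no effect and no enzyme for full effect; many of its hits are not listed in these tables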
# KCNQ1 block = inhibitors of human KCNQ1 channel, primary screen, cell-based, thallium flux, high-throughput; Potassium voltage-gated channel subfamily KQT member 1 (Homo sapiens), P51787; CHO-K1 KCNQ1, FluxOR thallium flux fluorescence; active compounds read high; B-score at 10 µM; actives 1.3% (n = 310,000);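 active means compounds whose thallium flux B-score, printed positive for inhibition, exceeds three library SD while starting fluorescence stays within three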;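 further: channel opened by potassium depolarization with thallium stimulus after 20 min compound exposure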
# Target sequence (P51787 whole entry, looked up): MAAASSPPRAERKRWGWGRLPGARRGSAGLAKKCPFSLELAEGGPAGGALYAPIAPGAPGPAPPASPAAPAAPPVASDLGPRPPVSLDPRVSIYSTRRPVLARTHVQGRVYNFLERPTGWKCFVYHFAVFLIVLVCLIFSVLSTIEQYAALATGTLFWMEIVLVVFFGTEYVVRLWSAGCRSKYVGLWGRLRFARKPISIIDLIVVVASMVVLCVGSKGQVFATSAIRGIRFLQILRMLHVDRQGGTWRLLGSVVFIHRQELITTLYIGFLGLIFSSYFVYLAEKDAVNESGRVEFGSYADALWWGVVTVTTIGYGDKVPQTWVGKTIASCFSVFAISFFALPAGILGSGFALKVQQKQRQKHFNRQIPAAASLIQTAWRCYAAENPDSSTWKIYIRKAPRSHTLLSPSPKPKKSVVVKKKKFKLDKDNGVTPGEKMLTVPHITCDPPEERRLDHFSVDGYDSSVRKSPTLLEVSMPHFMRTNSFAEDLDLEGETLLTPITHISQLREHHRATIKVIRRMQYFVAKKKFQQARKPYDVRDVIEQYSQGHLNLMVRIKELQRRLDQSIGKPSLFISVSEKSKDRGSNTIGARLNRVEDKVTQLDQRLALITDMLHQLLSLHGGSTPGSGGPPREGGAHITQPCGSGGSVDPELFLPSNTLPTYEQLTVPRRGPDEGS
# hERG protect = hERG rescue from dofetilide block, primary screen, cell-based, CHO-hERG, FluxOR thallium flux, dofetilide IC70; AID 1511, 2009; actives 0.51% (n = 310,000); activation (rescue from dofetilide block), less the hit threshold, % at 10 µM; Voltage-gated inwardly rectifying potassium channel KCNH2 (Homo sapiens), Q12809; dofetilide IC70 present;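 active means activation above the mean of controls blocked by dofetilide plus 5 SD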;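 further: thallium influx through hERG after potassium depolarization seen as dye fluorescence rise; in these data hits start at about 4.7%; inactives centre near -7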
# KCNQ1 pot = potentiators or activators of KCNQ1 channel, primary screen, cell-based, thallium flux, high-throughput; CHO-K1 KCNQ1, thallium flux FluxOR fluorescence; active compounds read high; B-score at 10 µM; actives 0.35% (n = 310,000); AID 2648, 2010;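 active means fluorescence ratio B-score, a plate-corrected score, at least three library SD, with initial intensity B-score within 5 SD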
#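 assay system = KCNQ1-transfected CHO-K1 cells | medium = assay buffer with matched DMSO | probe or stimulus = depolarizing K+/Tl+ stimulus, K2SO4 and Tl2SO4 each 12.5 mM in 5x stock | dosing = single dose | incubation = dye 90 min, compound 20 min, room temperature | detection = kinetic FluxOR fluorescence, 10 s baseline plus 110 s post-stimulus | evaluation = ratio B score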
# TRPC4 agonist = activators of mouse TRPC4 channel, primary screen, Fluo4 calcium, HEK293 TRPC4beta/mu-opioid cells; Fluo4 calcium fluorescence; active compounds read high; actives 0.49% (n = 310,000); Short transient receptor potential channel 4 (Mus musculus), Q9QUQ5; B-score at 10 µM; AID 2237, 2010;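 active means B-score above 5 SD of library B-scores, and initial fluorescence ratio not above library mean plus 5 SD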;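 further: positive B-score marks a calcium rise read as TRPC4 activation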
#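 system = HEK293 cells stably co-expressing mouse TRPC4beta and mu-opioid receptor | schedule = Fluo4 dye loading 45 min at room temperature, 110 s recording | measure = B-scored integrated calcium fluorescence ratio | signal = Fluo4 calcium-sensitive dye fluorescence, kinetic, 1 Hz baseline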
# ANO1 activ = TMEM16A chloride channel activators or potentiators, primary screen, cell-based, HTS. HEK293 TMEM16A/YFP-H148Q/I152L, iodide quench fluorescence; active compounds read low. B-score at 10 µM. actives 0.3% (n = 340,000);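 active means fluorescence-ratio B-score plate-corrected deviation score at least 3 library SD below zero, with starting fluorescence score within 5 deviations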;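 further: channel opened by trigger with iodide after compound preincubation; score built on the fluorescence ratio of max minus min over baseline; more negative score means more quench and so TMEM16A activation or potentiation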
# KCNK3 block = human KCNK3 channel inhibitors, primary screen, CHO cells, FluxOR thallium flux, B-score; Potassium channel subfamily K member 3 (Homo sapiens), O14649; FluxOR fluorescence; active compounds read low; B-score at 10 µM; actives 0.84% (n = 340,000);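 active means B-score under library mean minus 4 SD, starting fluorescence ratio at most library mean plus 5 SD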;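 further: more negative B-score means stronger inhibition of thallium flux through KCNK3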
# Target sequence (O14649 whole entry, looked up): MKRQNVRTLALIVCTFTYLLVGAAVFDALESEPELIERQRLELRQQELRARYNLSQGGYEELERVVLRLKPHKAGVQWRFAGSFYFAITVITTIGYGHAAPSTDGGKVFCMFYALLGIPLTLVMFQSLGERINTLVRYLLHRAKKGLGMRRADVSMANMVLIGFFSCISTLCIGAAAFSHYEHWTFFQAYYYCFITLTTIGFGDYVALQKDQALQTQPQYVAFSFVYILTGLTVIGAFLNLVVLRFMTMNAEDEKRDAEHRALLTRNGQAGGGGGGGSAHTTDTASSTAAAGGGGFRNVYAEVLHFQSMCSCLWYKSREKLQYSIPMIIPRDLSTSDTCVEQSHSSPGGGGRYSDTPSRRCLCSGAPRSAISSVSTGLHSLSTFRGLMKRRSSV
# KCNK9 inh = KCNK9 potassium channel inhibitors, primary screen, HEK293 cells, thallium flux | actives 1.2% (n = 310,000) | Potassium channel subfamily K member 9 (Homo sapiens), Q9NPC2 | FluxOR thallium flux fluorescence; active compounds read low | B-score at 10 µM | AID 488922, 2010;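 active means ratio B-score over 3 SD below the library mean, with starting fluorescence within 5 SD of its mean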;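 further: negative B-score means less thallium flux so channel inhibition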
# * marks the source's active call; other numbers are inactive results; i = inactive; ? = inconclusive; · = not tested or not shown; & = joins results of further samples.
SMILES,HDAC3 inh,TRPC4 PAM,ANO1 block,Dyrk1A ADPGlo,KCNQ1 block,hERG protect,KCNQ1 pot,TRPC4 agonist,ANO1 activ,KCNK3 block,KCNK9 inh
COc1ccc(C(=O)CC(=O)C(=O)Nc2c(C)cccc2C)cc1,-3.7,i,i,-3.1,i,-0.5,i,i,i,i,i
Cc1occc1-c1nnc(SCC(=O)N2CCN(c3ccccc3)CC2)n1C,-4.0,i,i,12.3,i,-2.0,i,i,i,i,i
CC1Cn2c(nnc2-c2ccc(F)cc2)S1 (configuration not stated),0.2,i,i,5.0,i,-7.9,i,i,i,i,i
Cc1cc(OCC(=O)NCCCN2CCOCC2)c2c(C)c(C)c(=O)oc2c1,-30.8,i,i,0.1,i,-6.2,i,i,i,i,i
Cc1ccc(-n2c(-c3cn(C)nc3C)n[nH]c2=S)cc1,9.6,i,i,·,i,-8.3,i,i,·,·,i
Cn1c(=O)c2[nH]c(CCCC(=O)O)nc2n(Cc2ccccc2)c1=S,-0.5,i,i,-15.9,i,-6.4,i,i,i,i,i
O=C(NNS(=O)(=O)c1ccccc1)c1csc(-c2cccnc2)n1,-0.7,i,i,34.1,i,-2.8,i,i,i,i,i
COc1ccccc1CN1CCN(C(=O)c2ccco2)CC1,-4.3,i,i,9.9,i,-5.1,i,i,i,i,i
COc1ccc(OC)c(S(=O)(=O)Nc2cc3c4c(c2)CCN4C(=O)CC3)c1,-14.0,i,i,-1.8,i,-10.2,i,i,i,i,i
COCCNC(=O)C(c1ccc(F)cc1)N(C(=O)CCC(=O)Nc1nccs1)c1cccc(C)c1 (configuration not stated),-1.0,i,i,-0.3,i,-10.1,i,i,i,i,i
CC(=O)Nc1ccccc1Nc1nc(NCCO)nc(N2CCCC2)n1,0.1,i,i,-13.3,i,-6.1,i,i,i,i,i
COc1ccc(C(c2c(C)n(C)n(-c3ccccc3)c2=O)c2c(C)n(C)n(-c3ccccc3)c2=O)cc1,-2.9,i,i,·,i,-4.4,i,i,i,i,i

# Of the compounds above, these contain a halogen.
SMILES,HDAC3 inh,TRPC4 PAM,ANO1 block,Dyrk1A ADPGlo,KCNQ1 block,hERG protect,KCNQ1 pot,TRPC4 agonist,ANO1 activ,KCNK3 block,KCNK9 inh
CC1Cn2c(nnc2-c2ccc(F)cc2)S1 (configuration not stated),0.2,i,i,5.0,i,-7.9,i,i,i,i,i
COCCNC(=O)C(c1ccc(F)cc1)N(C(=O)CCC(=O)Nc1nccs1)c1cccc(C)c1 (configuration not stated),-1.0,i,i,-0.3,i,-10.1,i,i,i,i,i

# The list goes on:
SMILES,HDAC3 inh,TRPC4 PAM,ANO1 block,Dyrk1A ADPGlo,KCNQ1 block,hERG protect,KCNQ1 pot,TRPC4 agonist,ANO1 activ,KCNK3 block,KCNK9 inh
CCC(CC)C(=O)Nc1cc([N+](=O)[O-])ccc1Cl,19.3,i,i,-5.2,i,-6.3,i,i,i,i,i
CS(=O)(=O)c1ccc2nc(NC(=O)c3cccc(NS(=O)(=O)c4ccc(F)c(F)c4)c3)sc2c1,-6.3,i,i,-0.4,i,-12.2,i,i,i,i,i
C/C(CC(=O)NCCCN1CCOCC1)=N\NC(=O)COc1ccc(Cl)cc1,1.7,i,i,5.2,i,-3.5,i,i,i,i,i
CCn1c(SCC(=O)NNC(=O)c2ccc(OC)cc2)nnc1-c1cccnc1,-3.5,i,i,-5.3,i,-5.9,i,i,i,i,i
COc1cccc(NC(=O)N2CCN(c3cccc(C)c3C)CC2)c1,-3.4,i,i,1.7,i,-8.6,i,i,i,i,i
COc1cc(OC)cc(N(C(=O)c2snc(C(N)=O)c2N)C(C(=O)NCC2CCCO2)c2ccc(C)o2)c1 (configuration not stated),5.1,i,i,0.3,i,-6.3,i,i,i,i,i
Cc1ccc(C(=O)N2CCCC(CCC(=O)N3CCN(c4ccccn4)CC3)C2)cn1 (configuration not stated),-0.9,i,i,-5.3,i,-11.3,i,i,i,i,i
O=C1NC(=O)/C(=C\c2ccc(OCc3ccccc3)cc2)S1,4.3,i,i,8.0,i,-8.5,i,i,i,i,i
CC(Nc1nc(-c2ccncc2)nc2ccccc12)c1ccccc1 (configuration not stated),4.2,i,i,5.6,i,-6.5,i,i,i,i,i
Cc1c(OC(C)C(=O)O)ccc2c(-c3ccccc3)cc(=O)oc12 (configuration not stated),0.4,i,i,7.7,i,2.7,i,i,i,i,i
Cc1ccc(C(O)c2nccn2C)o1 (configuration not stated),3.2,i,i,-1.9,i,2.5,i,i,i,i,i
C=CCn1c(SCC(=O)N2CCN(c3ccccc3)CC2)nc2c([nH]c3ccccc32)c1=O,-2.8,i,i,-3.3,i,-8.8,i,i,i,i,i
CCOC(=O)CSc1nc2ccc(NC(=O)CSc3nnnn3Cc3ccccc3)cc2s1,10.1,i,i,·,i,-14.5,i,i,i,i,i
COc1ccc(C(=O)C=CNNC(=O)c2ccc(Cl)cc2)cc1,6.6,i,i,·,i,-8.8,i,i,i,i,i
Cc1nn2c(-c3cccnc3)ccnc2c1-c1ccccc1,-1.4,i,i,-7.7,i,-10.4,i,i,i,i,i
COCCCOc1ccnc(CS(=O)c2nc3ccccc3[nH]2)c1C (configuration not stated),-1.8&0.6,i,i,11.9,i,-10.4&-8.8,i,i,i,i,i
CCOc1ccc(S(=O)(=O)N2CCCC(C(=O)NCC3CCCO3)C2)cc1Cl (configuration not stated),1.7,i,i,2.3,i,-4.6,i,i,i,i,i
Cc1c(NC=C(C#N)C#N)c(=O)n(-c2ccccc2)n1C,-3.9,i,i,-2.6,i,-4.3,i,i,i,i,i
O=C(Nc1cc(S(=O)(=O)N2CCOCC2)ccc1Oc1ccc(F)cc1)C1=COCCO1,0.7,i,i,7.5,i,-5.0,i,i,i,i,i
COC(=O)c1nn(-c2ccc(C)cc2)ccc1=O,0.2,i,i,11.9,i,-14.9,i,i,i,i,i
O=C(O)CSCC(=O)Nc1cc(C(F)(F)F)ccc1Cl,1.6,i,i,·,i,-4.7,i,i,i,i,i
CCc1cc2ccc(C)cc2nc1SCC(=O)NC1CCCC1,0.3,i,i,2.4,i,-3.0,i,i,i,i,i
COc1ccc(OC)c2[nH]c(=O)c(CCNC(=O)C(C)C)cc12,2.9,i,i,-3.3,i,-11.2,i,i,i,i,i
CC1(C(=O)N(CC(=O)NC2CCCC2)Cc2ccccc2)CC(=O)N=C2C=CC=CN21 (configuration not stated),-39.6,i,i,5.5,i,-5.2,i,i,i,i,i
O=S(=O)(Nc1cccc(-c2ccc(N3CCCCCC3)nn2)c1)c1ccccc1Cl,-1.8,i,i,·,i,-4.1,i,i,i,i,i
O=C1CCc2cc(NS(=O)(=O)c3ccc([N+](=O)[O-])cc3)cc3c2N1CCC3,4.7,i,i,0.0,i,-12.1,i,i,i,i,i
CCCC(=O)Nc1cc(OC)c(C(=O)OC)cc1Cl,4.2,i,i,-5.1,i,-11.2,i,i,i,i,i
O=C(CCc1nc2ccccc2[nH]1)Nc1ccc(F)cc1,1.6,i,25*,0.1,i,-7.3,i,i,i,i,i
COc1cccc(NC(=O)c2ocnc2C)c1,-6.6,i,i,12.8,i,-5.1,i,i,i,i,i
CC(C)C(=O)NCCc1nc2ccccc2n1CCc1ccccc1,-0.8,i,i,-3.4,i,-9.8,i,i,i,i,i
Cc1ccc2nsnc2c1S(=O)(=O)N1CCN(C(=O)C2CCCO2)CC1 (configuration not stated),?,i,i,10.3,i,-6.7,i,i,i,i,i
CCc1nc2ccccc2n1Cc1ccc(OC)c(OC)c1,3.7,i,i,-4.8,i,-5.2,i,i,i,i,i
Nc1ncnc2c1ncn2C1OC(CO)C(O)C1N (configuration not stated),-4.2,i,i,9.8,i,-4.4,i,i,i,i,i
COCCN(C(=O)c1cc(OC)c(OC)c(OC)c1)c1c(N)n(Cc2ccccc2)c(=O)[nH]c1=O,-0.6,i,i,6.2,i,-8.1,i,i,i,i,i
COc1ccc(C)cc1NC(=O)CSc1nnc(-c2ccccn2)n1Cc1ccco1,5.8,i,i,0.6,i,-5.8,i,i,i,i,i
Cc1cc(NC(=O)CSc2nc3c(c(=O)n2C)SCC3)no1,-6.5,i,i,0.7,i,-4.2,i,i,i,i,i
O=C(CSc1nnc(C2COc3ccccc3O2)o1)Nc1nccs1 (configuration not stated),8.8,i,i,-3.3,i,-6.3,i,i,i,i,i
CCOc1nc(NCCc2ccc(OC)c(OC)c2)nc(NC(C)(C)CO)n1,7.5,i,i,7.4,i,-17.4,i,i,i,i,i
CC1CCN(CC(=O)Nc2ccc(Cl)cc2[N+](=O)[O-])CC1,1.6,i,i,1.0,i,-2.5,i,i,i,i,i
O=C(/C=C/c1ccco1)OCc1nnc(-c2ccc(Cl)cc2)o1,1.5,i,i,2.0,i,-6.2,i,i,i,i,i
CCOC(=O)NC(=O)CSc1ccccn1,-1.4,i,i,-2.5,i,3.1,i,i,i,i,i
Cc1ccc(CNC(=O)c2ccc(Cl)c(S(N)(=O)=O)c2)n1C,3.1,i,i,0.9,i,-2.3,i,i,i,i,i
O=C(NNc1ccccc1[N+](=O)[O-])Nc1ccccc1,6.6,i,i,-15.0,i,-1.2,i,i,i,i,i
CCCCN(C(=O)c1ccc(S(=O)(=O)N(C)C)cc1)c1nc2ccccc2s1,-9.0,i,i,2.2,i,-10.2,i,i,-9.05*,i,i

# Bioassay records deposited in PubChem by several laboratories.

# This is a subset; count on the stated rates, not on these rows.
